S3 lipid droplet: qHTS Assay for Lipid Storage Modulators in Drosophila S3 Cells; Drosophila S3 cells, BODIPY lipid droplet fluorescence, 18-24 h; cells fed with added oleic acid; Potency in µM for hits, for the others lipid storage change, negative = inhibition, % at the top dose, mostly 46.1 µM; actives 0.64% (n = 320,000); AID 2685; active means well fitted inhibition curve with a large enough effect in the signal ratio, with a control signal flat, not every such curve was filed as active; inconclusive means small, poorly fitted or top-dose-only effect, or effect the other way, or a change in a side signal; the % refers to the signal ratio
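Drosophila S3 cells got compounds at several concentrations plus oleic acid (400 uM solution). Laser-scanning cytometry with 488 nm excitation read lipid droplets at 500-530 nm and cells at 575-640 nm. Percent activity was relative to 20 uM Triacsin C.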
S3 lipid droplet cell count max: also measured in S3 lipid droplet; calls as there; cell number change, %; measured here: cell count max response;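 cells counted by Cell Tracker Red CMTPX staining in the red channel; peak over a dose series mostly up to 46.1 µM; percent activity relative to internal control wells on each plate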
An asterisk follows results filed as active; i = inactive; ? = inconclusive; · = not tested or not shown; [ ] = dose if it differs, or a comment. On the % scale 0 is the no-effect control and ±100 the full control effect; potency means the concentration at half of the fitted maximal effect. An excerpt; count on the stated rates, not on these rows.

SMILES	S3 lipid droplet	S3 lipid droplet cell count max
COc1ccccc1N1CCN(CC(=O)Nc2ccccc2C(=O)NCCc2ccccc2)CC1	?	·
CCCCN(C(=O)c1ccc2c(c1)OCO2)c1c(N)n(CC(C)C)c(=O)[nH]c1=O	13%	-3
CCCCC(=O)Nc1nc(C)c(-c2csc(Nc3cc(Cl)ccc3OC)n2)s1	?	·
Cc1cc(OCc2cc(C(=O)NC(C)c3c(C)nn(C)c3C)no2)cc(C)c1Cl (stereo not given)	i	-1
CCCC(=O)Nc1nn(CCC)c2nc3ccccc3cc12	i[9.22 µM]	·
Cc1nc(SCC(=O)Nc2ccc(F)cc2)c2oc3ccccc3c2n1	?	·
CCOC(=O)c1sc(NC(=O)COC(=O)Cn2cnc3ccccc32)c(C(=O)OCC)c1C	-5%	-5
O=C(CCCN1C(=O)c2cccnc2C1=O)Nc1ccccc1F	?	·
O=C(OCn1ncc(Cl)c(Cl)c1=O)c1ccccc1Cl	?	·
O=C(NC(NC(=S)Nc1ccccc1)C(Cl)(Cl)Cl)c1cccc(Cl)c1 (stereo not given)	-3%	-17
CC(=O)Nc1ccc(S(=O)(=O)N2CCC(C(=O)NCCC(=O)Nc3nccs3)CC2)cc1	?	·
CCN(CCCNC(=O)Cn1ncc2c([nH]c3ccc(C)cc32)c1=O)c1cccc(C)c1	?	·
CCOC(=O)N1CCC(N2CCCC(CO)(Cc3ccccc3C)C2)CC1 (stereo not given)	6%	6
CCOc1cc(CO)cc(Br)c1OCC(N)=O	?	·
O=C(CN1CCCCC1)Nc1ccccc1NC(=O)CN1CCCCC1	?	·
COc1ccc(C(=O)N(C)Cc2ccccc2F)cc1S(=O)(=O)N1CCCC1	?	·
Cc1[nH]nc2c1C(c1ccccn1)N(c1ccc(Br)cc1)C2=O (stereo not given)	i	22
Cc1cc(C)c2c(CN3CCN(C/C=C/c4ccccc4)CC3)cc(=O)oc2c1	?	·
O=C(CN1CCCCCCC1)Nc1cc(Cl)cc(Cl)c1	?	·
Cc1[nH]c2ccccc2c1C(=O)C(=O)NCc1ccco1	?	·
Cc1c(C(=O)N2CCN(c3ccc(F)cc3)CC2)oc2c1C(=O)CCC2	?	·
COc1ccc(C(=O)NCCc2nnc(SCC(=O)Nc3ccc(Br)cc3)n2C)cc1	?	·
O=S(=O)(NCCc1cn2ccccc2n1)c1ccc2c(c1)CCCC2	?	·
Cc1c(C(=O)NC(C)c2ccc(-n3ccnc3)cc2)cccc1[N+](=O)[O-] (stereo not given)	i	16
Cc1cccc(CS(=O)(=O)c2ncc(CO)n2C)c1	-9%	-4
O=c1[nH]c(N/N=C\c2ccc3c(c2)OCO3)nc2ccccc12	?	·
Cc1c(NC(=O)c2ccc(Cl)c(S(=O)(=O)N3CCCCC3)c2)c(=O)n(-c2ccccc2)n1C	i	-7
C=CCOC(=O)Nc1snnc1C	-12%	-2
CC1CCCN(C(=O)c2ccc(NC(=O)CC3SC(N4CCCC4)=NC3=O)cc2)C1 (stereo not given)	?	·
CC(=O)N1CCN(S(=O)(=O)c2ccc3c(c2)OCCO3)CC1	4%	-6
O=C1CC(c2ccccc2)N1c1ccccc1 (stereo not given)	6%	1
Cn1[nH]c(=O)c2ccccc2c1=O	?	·
CCC(C)Cn1c(O)cc2nn(-c3nc4ccccc4s3)c(=O)c-2c1C (stereo not given)	?	·
O=C(Cc1cccs1)N/N=C\c1ccc([N+](=O)[O-])s1	?	·
COc1ccc(OCC(=O)Nc2ccccc2C(=O)N2CCCC2)cc1	?	·
O=S1(=O)CCN2C=C(Cl)C=C(Cl)C2=N1	?	·
CCCCCn1c(CN2CC(C)OC(C)C2)nc2c1c(=O)n(C)c(=O)n2C (stereo not given)	?	·
Nn1c(SCC(=O)Nc2ccc(F)cc2F)nnc1-c1cccnc1	?	·
CCn1cc(CNC(=O)c2c(-c3c(Cl)cccc3Cl)noc2C)c(C)n1	?	·
COc1ccc(C(=O)CN2C(=O)NC(C)(c3ccccc3)C2=O)cc1OC (stereo not given)	?	·
Cn1c(=O)c(=O)n(C)c2cc(S(=O)(=O)NCCOc3ccccc3Cl)ccc21	?	·
CN(C)S(=O)(=O)N1CCC(CO)(CCc2ccccc2)CC1	-9%	2
O=C(O)CCCCC1CCSS1 (stereo not given)	?	·
O=C(NC1CCCC1)C1CCCN1S(=O)(=O)c1cccc2cccnc12 (stereo not given)	?	·
CC(Oc1cc2oc(=O)c3c(c2cc1Cl)CCC3)C(=O)NCc1ccccn1 (stereo not given)	?	·
O=C(O)C1CSC(c2ccc3c(c2)OCO3)N1 (stereo not given)	-10%	-19
CSC1=NCCN1S(=O)(=O)c1ccccc1	0%	8
Cc1ccc(/C=N/NC(=O)c2ccccn2)s1	?	·
OCCNc1nc(Nc2ccccc2)nc2ccccc12	-1%	-3
COc1cccc(-c2nnc(NC(=O)c3ccccc3Br)o2)c1	5%	0
O=C(Nc1ccnn1C1CCN(CCCC2CCCC2)CC1)c1ccccc1Cl	30%	25
COc1cccc(CN2CCN(Cc3cc(OC)c(OC)cc3[N+](=O)[O-])CC2)c1	-22%	-25
Nc1nc(SCC(=O)NCCOCCO)nc2sc3c(c12)CCCC3	?	·
CC1CCC(C(C)C)C(OCC(O)C[N+]2(C)CCCCC2)C1 (stereo not given)	0%	10
Cc1[nH]c2ccccc2c1C(=O)CSc1n[nH]c(N)n1	0%	1
COCCN(CC(=O)Nc1ccccc1)S(=O)(=O)c1ccc(S(=O)(=O)N2CCCC2)cc1	?	·
O=c1c2c3nc4ccccc4nc3n(-c3ccc4c(c3)OCCO4)c2ncn1C1CCCC1	?	·
Cc1nc(N2CCc3ccccc3C2)[nH]c(=O)c1CCC(C)C	?	·
CCOc1ccc(N(C)S(=O)(=O)c2ccc(C)c(C(=O)NCc3ccccc3OC)c2)cc1	?	·
CCN(CC)c1ccc2cc(S(=O)(=O)c3ccc(C)cc3)c(=O)oc2c1	?	·

Going on with the list.
SMILES	S3 lipid droplet	S3 lipid droplet cell count max
CCN(CC)c1ccc(S(=O)(=O)Nc2cc(Cl)ccc2Cl)cc1NC(=S)NC(=O)C1CCCC1	?	·
CC(=O)c1ccc(NC(=O)C2C3C=CC(O3)C2C(=O)O)cc1 (stereo not given)	?	·
O=c1c2ccccc2c(/C=N/c2nnc(Cc3ccccc3)s2)c(O)n1-c1ccc(Cl)cn1	?	·
CC(C)c1ccc(COc2ccc(C(=O)N3CCOCC3)cc2)cc1	?	·
O=C(Nc1cc2nn(-c3ccccc3)nc2cc1Cl)c1ccco1	i	·
COc1cccc(CNc2ncn[nH]2)c1OCc1ccccc1F	0%	-9
COC(=O)Nc1nnc(Cc2ccc(OC)cc2)s1	?	·
Cc1cccc(N(CC(=O)NC2CCCC2)C(=O)c2cc3cc4cccc(C)c4nc3s2)c1C	?	·
CCc1ccc(C(=O)COC(=O)CNC(=O)C2CCCCC2)cc1	?	·
CC(=O)Nc1c(NC(C)C)c2ccccc2oc1=O	i	-25
CCC(C(=O)NCCCN(CC)Cc1ccccc1)n1nc(C)c2sc3ccccc3c2c1=O (stereo not given)	?	·
COc1ccc(C(=O)c2cnc(/N=C/N(C)C)s2)cc1	?	·
CC(C(=O)OCc1nnc(-c2ccccc2)o1)N1C(=O)c2ccccc2C1=O (stereo not given)	?	·
CCCCNCc1cc(OCC)c(OCC(N)=O)cc1Br	i	-17
COc1cccc(CNC(=O)CCC2CCCN(Cc3ccc4c(c3)CCO4)C2)c1 (stereo not given)	0%	21
COC(=O)c1ccc(NC2c3ncccc3C(=O)N2Cc2cccs2)cc1 (stereo not given)	?	·
COc1ccc(S(=O)(=O)N2CCN(CC(=O)Nc3sccc3C(N)=O)CC2)cc1OC	?	·
CN1CCC(=NNC(=O)C(=O)NC2CCCC2)CC1	-7%	-11
Cc1nnc(SCC(=O)N(C)C2CCCCC2)s1	?	·
COc1ccc(N2CCN(C(=O)Cn3nnc(-c4cccs4)n3)CC2)cc1	3%	18

Sorted by value in S3 lipid droplet cell count max (ascending): some entries from above.
SMILES	S3 lipid droplet	S3 lipid droplet cell count max
CC(=O)Nc1c(NC(C)C)c2ccccc2oc1=O	i	-25
CCCCNCc1cc(OCC)c(OCC(N)=O)cc1Br	i	-17
CN1CCC(=NNC(=O)C(=O)NC2CCCC2)CC1	-7%	-11
COc1cccc(CNc2ncn[nH]2)c1OCc1ccccc1F	0%	-9
COc1ccc(N2CCN(C(=O)Cn3nnc(-c4cccs4)n3)CC2)cc1	3%	18
COc1cccc(CNC(=O)CCC2CCCN(Cc3ccc4c(c3)CCO4)C2)c1 (stereo not given)	0%	21

Later entries
SMILES	S3 lipid droplet	S3 lipid droplet cell count max
O=C(NCc1ccc(N2CCCC2=O)cc1)c1cn(CCc2ccccc2)nn1	?	·
C=CCn1c(SC)nnc1-c1cccc([N+](=O)[O-])c1	6%	-25
O=c1[nH]c(CSc2nnc(Cc3ccccc3)o2)nc2ccccc12	0%	-7
CN(CCCNC(=O)CN1C(=O)CC(C)(C)S(=O)(=O)c2ccccc21)C1CCCCC1	?	·
COc1ccc(/C(C)=N/N=C2/NC(=O)CC(C(=O)O)S2)cc1 (stereo not given)	-8%	-15
Cc1csc2nc(CNC(=O)c3ccco3)cn12	i	·
COc1ccc(-c2[nH]ncc2CN2CCCO2)c(F)c1	11%	6
O=C(Cn1ncc2c(=O)oc3ccccc3c21)N(Cc1ccco1)C1CCCCC1	3%	-18
O=C(c1ccc2oc(Cc3ccc(Cl)cc3)nc2c1)N1CCCCC1CCO (stereo not given)	-4%	1
Cc1nn(C)cc1C(C(=O)NC1CCCCC1)N(Cc1ccc(F)cc1)C(=O)c1cnccn1 (stereo not given)	?	·
COc1ccc(CNC(=O)N[C@@H](CC(C)C)C(=O)O)cc1OC	?	·
CC(C)C[C@H](NC(=O)c1nc[nH]c1C(=O)NC1CCNCC1)C(=O)OC(C)(C)C	?	·
Cc1ccc2nc(SCC(=O)c3ccccc3)nc(=O)n2c1	?	·
Cc1ccc(-c2ccc(/C=C(\C#N)C(N)=S)n2C)cc1	?	·
CC(=O)NC(Cc1ccccc1)C(=O)OCC(=O)c1ccc(F)cc1 (stereo not given)	-27%	·
S=C1CCC(c2ccc(Br)cc2)=NN1c1ccccc1	?	·
CC(=O)Nc1ccc(NS(=O)(=O)c2cc([N+](=O)[O-])ccc2C)cc1	1%	4
COc1ccc(C(=O)Cn2c(C(=O)/C=C/c3ccccc3)nc3ccccc32)cc1	?	·
CSc1nnc(CNC(=O)c2ccccc2)n1-c1ccc(F)cc1	?	·
COc1ccc(C(=O)NCCn2cc(SCC(=O)Nc3cc(C)on3)c3ccccc32)cc1OC	?	·

In another format: entries from further up.
> Cc1csc2nc(CNC(=O)c3ccco3)cn12
  S3 lipid droplet: i | S3 lipid droplet cell count max: ·

> O=C1CC(c2ccccc2)N1c1ccccc1 (stereo not given)
  S3 lipid droplet: 6% | S3 lipid droplet cell count max: 1

> Cc1cc(OCc2cc(C(=O)NC(C)c3c(C)nn(C)c3C)no2)cc(C)c1Cl (stereo not given)
  S3 lipid droplet: i | S3 lipid droplet cell count max: -1

> CC(C)c1ccc(COc2ccc(C(=O)N3CCOCC3)cc2)cc1
  S3 lipid droplet: ? | S3 lipid droplet cell count max: ·

More compounds follow:
SMILES	S3 lipid droplet	S3 lipid droplet cell count max
CCC(=O)Nc1cc(=O)[nH]c2nc(-c3ccc(Cl)cc3)nn12	?	·
O=C(Cc1ncc(C(F)(F)F)cc1Cl)N1CCN(c2ccccn2)CC1	i	-3
COc1ccc2oc(=O)c(C(=O)Nc3cccc(C(C)=O)c3)cc2c1	?	·
COCCNC(=O)[C@H]1N2C(=O)c3c(ccc(OC)c3OC)C2SC1(C)C (stereo not given in full)	9%	-2
COc1cc2cc(CCCOC(=O)CCC(=O)O)oc(=O)c2cc1OC	i	-9
O=C(c1ccc(CSCc2ccccc2F)o1)N1CCN(c2ccc(N3CCOCC3)nn2)CC1	?	·
CCCN(CC(=O)Nc1ccccc1C)C(=O)Cc1n[nH]c(=O)c2ccccc12	?	·
COc1ccc(Br)cc1C(=O)Nc1ccc(C(=O)NCC(C)C)cc1	9%	17
CCCN1C(=O)C2(C(C(=O)c3ccc(C)o3)=C(O)C(=O)N2CCCOC)c2ccccc21 (stereo not given)	0%	3
Cc1cccn2c(=O)nc(SCC(=O)N3CCN(c4ccccc4)CC3)nc12	?	·
CC(C)N1CCN(C2CSCCSC2)CC1CCO (stereo not given)	1%	·
CCOC(=O)N1CCN(c2nc(C(F)(F)F)nc3c(C)cc(C)cc23)CC1	?	·
O=C(N/N=C/c1ccccc1F)c1ccccc1OCc1ccccc1	?	·
CC1CCc2c(sc(NS(=O)(=O)c3ccccc3)c2C(=O)OC(C)C)C1 (stereo not given)	i	3
O=C(COc1cccc(NC(=O)c2ccccc2)c1)c1ccccc1	0%	10
O=C(NNC(=O)C1CC1c1ccccc1)c1ccccc1F (stereo not given)	?	·
Cc1ccc(C2=NN(C(=O)c3cccs3)C(c3ccccc3O)C2)cc1 (stereo not given)	?	·
CN(C)CCCN1CC(C(=O)O)CC1=O (stereo not given)	-16%	-10
CCSc1nnc(NC(=O)c2ccc(S(=O)(=O)N(C)C)cc2)s1	?	·
COc1cc(S(=O)(=O)N(Cc2cccs2)CC2CCCO2)ccc1-n1cnnn1 (stereo not given)	?	·
